NCOA1 inh = SRC1 coactivator transcriptional activity inhibitors, primary screen, cell-based, luminescence; hit rate 0.12% among 360,000; Nuclear receptor coactivator 1 (Homo sapiens), Q15788; inhibition, % at 3.6 µM; HEK293 GAL4-SRC1 luciferase reporter; AID 588354, 2011;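 active = inhibition above the campaign mean plus 3 SD, with each screening campaign given its own cutoff, cut at about 60% in these data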;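 note: 0% = DMSO treated cells and 100% = gossypol at 36 µM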
EBV LMP1 NFkB = EBV LMP1-driven NF-kappaB luciferase reporter inhibitors, primary screen, cell-based, luminescence, single point; LMP1-induced NF-kappaB luciferase reporter cells; inhibition, % at 12.5 µM; hit rate 0.69% among 350,000; AID 504558, 2011; in the data active = inhibition above about 41%;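 note: 0% = neutral control wells and 100% = reference inhibitor control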
LRH-1 inv ag = LRH-1 (NR5A2) inverse agonists, primary screen, cell-based, luminescence, HEK293T, StAR-luciferase reporter; Nuclear receptor subfamily 5 group A member 2 (Homo sapiens), O00482; LRH-1 transfected, 24 h; inhibition, % at 3.6 µM; hit rate 0.13% among 360,000; AID 602396, 2012;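 active = inhibition above the mean inhibition of all tested compounds plus 3 SD, cut at about 73% in these data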;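 note: 0% = DMSO wells and 100% = reporter-only cells lacking LRH-1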
Shn3 3UTR inh = reduction of Shn3 3'UTR firefly luciferase signal, primary screen, Schnurri-3 inhibitor project, cell-based, Clone20 osteoblasts, set 2; Clone20 osteoblast Shn3 3'UTR firefly luciferase, 24 h; inhibition, % at 12.5 µM; hit rate 0.52% among 360,000; AID 588674, 2011;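 active = mean inhibition of at least 75% with every replicate also reaching 75%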;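 note: 0% = median of neutral control wells and 100% = pilot-screen positive control compound; some compounds past the cut are filed as inactive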
NCOA3 inh = SRC3 coactivator transcriptional activity inhibitors, primary screen, cell-based, luminescence; Nuclear receptor coactivator 3 (Homo sapiens), Q9Y6Q9; hit rate 0.17% among 360,000; AID 588352, 2011; HEK293 GAL4-SRC3 luciferase reporter; inhibition, % at 3.6 µM;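 active = inhibition above a per-campaign cutoff, the mean of all compounds plus 3 SD, cut at about 60% in these data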;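 note: 0% = DMSO-treated cells and 100% = gossypol-treated cells at 36 µM; higher means less SRC3-driven luciferase light from the GAL4 reporter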
Target sequence (Q9Y6Q9 whole entry, looked up, the tested form may be a part): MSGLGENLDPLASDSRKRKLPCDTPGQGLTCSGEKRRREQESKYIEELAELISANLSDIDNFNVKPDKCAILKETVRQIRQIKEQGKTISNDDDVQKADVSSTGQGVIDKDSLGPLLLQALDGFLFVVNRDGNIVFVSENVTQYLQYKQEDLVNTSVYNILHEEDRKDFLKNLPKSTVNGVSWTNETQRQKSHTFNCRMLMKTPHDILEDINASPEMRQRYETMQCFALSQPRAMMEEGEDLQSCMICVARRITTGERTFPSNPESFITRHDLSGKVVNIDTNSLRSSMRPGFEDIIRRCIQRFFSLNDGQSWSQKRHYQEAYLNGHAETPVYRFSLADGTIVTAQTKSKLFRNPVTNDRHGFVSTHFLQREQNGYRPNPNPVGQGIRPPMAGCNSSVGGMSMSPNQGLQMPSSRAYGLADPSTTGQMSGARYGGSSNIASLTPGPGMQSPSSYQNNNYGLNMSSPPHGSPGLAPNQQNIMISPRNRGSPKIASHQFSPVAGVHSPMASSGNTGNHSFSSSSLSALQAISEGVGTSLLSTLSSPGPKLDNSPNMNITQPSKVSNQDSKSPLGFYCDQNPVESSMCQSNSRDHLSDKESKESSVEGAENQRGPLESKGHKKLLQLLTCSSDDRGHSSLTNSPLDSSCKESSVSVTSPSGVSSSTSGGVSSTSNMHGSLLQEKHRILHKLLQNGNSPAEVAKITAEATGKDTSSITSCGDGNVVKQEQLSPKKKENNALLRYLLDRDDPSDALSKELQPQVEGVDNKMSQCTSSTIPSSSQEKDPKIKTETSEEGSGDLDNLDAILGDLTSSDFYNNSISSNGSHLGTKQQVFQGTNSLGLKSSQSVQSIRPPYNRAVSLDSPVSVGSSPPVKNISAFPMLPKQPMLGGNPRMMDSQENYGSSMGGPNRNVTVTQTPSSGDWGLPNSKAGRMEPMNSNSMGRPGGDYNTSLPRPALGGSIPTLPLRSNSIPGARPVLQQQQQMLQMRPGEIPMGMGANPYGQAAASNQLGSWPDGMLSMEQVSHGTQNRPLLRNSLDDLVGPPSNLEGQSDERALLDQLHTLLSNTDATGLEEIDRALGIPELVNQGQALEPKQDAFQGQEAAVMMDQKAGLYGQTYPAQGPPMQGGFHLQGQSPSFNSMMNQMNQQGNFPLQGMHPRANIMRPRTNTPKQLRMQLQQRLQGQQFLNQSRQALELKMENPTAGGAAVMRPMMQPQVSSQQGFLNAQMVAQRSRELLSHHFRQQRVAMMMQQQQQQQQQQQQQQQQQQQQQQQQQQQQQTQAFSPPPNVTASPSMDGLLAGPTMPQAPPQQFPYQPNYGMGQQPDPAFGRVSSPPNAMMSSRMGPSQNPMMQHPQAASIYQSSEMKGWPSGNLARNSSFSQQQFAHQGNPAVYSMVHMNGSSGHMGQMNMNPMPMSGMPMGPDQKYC
TRAIL sens C8 = viability loss with TRAIL in NB7+C8 cells, primary screen, TRAIL sensitizer project, cell-based, ATPlite luminescence; AID 624354, 2012; hit rate 1% among 360,000; inhibition (viability loss, TRAIL sensitization), % at 10 µM;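 active = compounds causing at least 50% loss of cell viability in the single-dose screen, relative to plate controls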
KKLEB cytotox = cytotoxicity in KKLEB CF airway cells, primary screen, cytotoxicity control for CF NF-kB inhibitor project, cell-based, uHTS, fluorescence assay plates. KKLEB CF airway cells viability, ATPlite luminescence, overnight; stronger effect = lower value; cells stimulated with P. aeruginosa culture filtrate. activity change (cytotoxicity), % at 5 µM. hit rate 0.36% among 360,000. AID 602141, 2011;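 active = corrected activity change at or below -50% at 5 µM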
TWEAK Fn14 block = inhibitors of TWEAK-Fn14 signaling, primary screen, luciferase reporter cells, uHTS; TWEAK-stimulated Fn14 reporter cells, luciferase luminescence, 8 h; inhibition, % at 10 µM; hit rate 2% among 360,000; AID 1159606, 2016; in the data active = inhibition above about 50%
CF NFkB block = inhibitors of PAF-induced NF-kB signaling, primary screen, cell-based, GFP fluorescence, uHTS; KKLEB NF-kB-GFP reporter, GFP fluorescence overnight; hit rate 0.86% among 360,000; inhibition, % at 5 µM; AID 588850, 2011;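 active = at least 50% inhibition at 5 µM, scaled per plate between neutral and stimulator controls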;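 note: PAF is a Pseudomonas aeruginosa culture filtrate used as stimulus; plate controls were PAF-stimulated DMSO wells for no effect and unstimulated DMSO wells for full effect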
COUP-TFII inh = NR2F2 transcriptional activity inhibitors, primary screen, cell-based, luciferase reporter, HEK293T, luminescence | HEK293T NGFI-A luciferase reporter | hit rate 0.7% among 370,000 | inhibition, % at 8.6 µM;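 active = inhibition above a per-plate cutoff, mean inhibition of test wells between control levels plus 3 SD, cut at about 38% in these data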;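 note: cells cotransfected with COUP-TFII expression vector driving the NGFI-A reporter; 0% = median of COUP-TF2 test wells and 100% = reporter-only cells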
TROY signal inh = inhibitors of TROY-driven NF-kB signaling, primary screen, Q293 LMP1-TROYcd cells, NF-kB luciferase, uHTS; Q293 LMP1-TROYcd NF-kB luciferase reporter, 4 h; inhibition, % at 10 µM; hit rate 0.98% among 360,000; AID 1347056, 2019;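 active = compounds whose plate-normalised and pattern-corrected inhibition of the luciferase reporter signal at the single screening dose is 50% or more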
Starred values were filed as active, the others as inactive; / = no result given. Some of the compounds tested; count on the stated rates, not on these rows.

SMILES	NCOA1 inh	EBV LMP1 NFkB	LRH-1 inv ag	Shn3 3UTR inh	NCOA3 inh	TRAIL sens C8	KKLEB cytotox	TWEAK Fn14 block	CF NFkB block	COUP-TFII inh	TROY signal inh
CC(=O)c1cccc(-c2ccnc3c2CC(C(=O)Nc2cccnc2)O3)c1 (stereo unspecified)	1	/	-2	4	3	-17	3	6	-5	-7	10
CC(NC(=O)c1ccc(OC2CCN(Cc3ccccn3)CC2)cc1)c1nccs1 (stereo unspecified)	5	-3	-12	4	-10	3	6	-11	-31	-12	0
O=S(=O)(Nc1ccc2ccccc2n1)c1ccccc1	-13	-14	-28	-30	-4	-2	-8	9	-9	6	3
COc1ccc(-c2c(C)n([O-])c(C)c(C)[n+]2=O)cc1OC	-4	-3	-8	-3	16	4	-9	-7	12	16	14
O=C(CC(NC(=O)c1ccccc1Cl)c1ccccc1)NCCc1ccc(Cl)cc1 (stereo unspecified)	-13	-5	1	14	23	-11	11	2	-7	2	12
CCOc1ccc(C(CC(=O)O)n2cnnn2)cc1OC (stereo unspecified)	1	2	-11	-3	3	0	3	19	-6	21	2
Cc1ccc(S(=O)(=O)N/N=C/c2ccc(OC3CSC3)cc2)cc1	2	-3	8	0	3	-1	-17	-8	6	-12	-1
O=C(O)CCCCCN1C(=O)/C(=C/c2cn(-c3ccccc3)nc2-c2cccs2)SC1=S	0	-4	9	16	-2	4	-9	27	68*	-2	35
CCOC(=O)c1c(N)c(C#N)c2n1CCCCC2	-21	5	-7	3	-16	2	-5	-7	11	-1	-3
Cc1ccc(C(=O)N/C(=C\c2ccccc2F)c2nc(=S)[nH][nH]2)cc1	-23	-10	-7	4	0	-7	4	7	2	-9	21
COc1ccc([C@H]2CC(=O)C=C(/C=C/c3ccccc3)C2)cc1	-22	-18	-19	-34	-76	1	10	-47	6	0	-55
Clc1cccc(Cl)c1C1=NOC(c2nnc(-c3ccccc3)o2)C1 (stereo unspecified)	-42	-5	-60	-39	-57	14	1	-42	-15	-11	-59
COCCOC(=O)C1=C(C)NC(SCC(=O)NC(C)(C)C)=C(C#N)C1c1ccco1 (stereo unspecified)	3	-3	-6	-9	4	-24	-11	10	11	-12	5
CCn1c2ccccc2c2cc(NC(=O)c3cccc([N+](=O)[O-])c3)ccc21	5	-4	1	12	-35	16	0	-12	-6	-10	-4
O=C(Nc1nnc(S(=O)(=O)N2CCCCCC2)s1)c1ccccc1	-24	-19	-18	-32	-52	25	-23	-24	1	-14	-54
COc1ccc(Cl)cc1-n1c(C)cc(C(=O)OCC(=O)N2CC(=O)Nc3ccccc32)c1C	3	-5	-4	9	10	-7	-5	2	12	7	-6
COc1cc(Cl)c(C)cc1NC(=O)CSc1nnc(-c2ccccn2)n1Cc1ccco1	3	-12	6	13	4	-7	-13	7	10	-3	5
CC(C)(C)c1ccc(C(=O)N2CCC2(C)C(=O)NCc2cccc3ccccc23)cc1 (stereo unspecified)	-12	/	-3	45	-7	16	-4	24	-23	12	16
CC(C)CCN1CCC(CN2C(=S)NC[C@@H]2Cc2ccccc2)CC1	-29	-5	-9	-16	5	7	6	3	2	-8	2
CCCCCOC(=O)NC1CCS(=O)(=O)C1 (stereo unspecified)	5	-7	1	17	-7	-7	1	-18	-4	9	-1
NC(=O)CC(NC(=O)Cc1ccc(Br)cc1)c1ccc(N2CCC(Br)CC2)c([N+](=O)[O-])c1 (stereo unspecified)	-16	-4	24	5	8	-7	-15	-4	-28	6	18
CNc1cncc(-c2cccc(OC)c2F)n1	-42	/	-132	-25	-91	-7	3	7	3	-22	-39
COC(=O)c1cc(OC)c(OC)cc1NC(=O)CC1CCCCC1	-11	1	0	7	6	-27	0	-22	21	1	-3
Cc1ccc(S(=O)(=O)Nc2ccc(S(=O)(=O)N3CCCC3)cc2)cc1	-9	-2	-8	-15	-3	1	-4	24	21	3	/
COc1ccc(C2NCCO2)cc1OC (stereo unspecified)	-5	-1	7	2	10	-8	6	7	-5	-7	9

Part of the list above in order of length of the SMILES, descending:
SMILES	NCOA1 inh	EBV LMP1 NFkB	LRH-1 inv ag	Shn3 3UTR inh	NCOA3 inh	TRAIL sens C8	KKLEB cytotox	TWEAK Fn14 block	CF NFkB block	COUP-TFII inh	TROY signal inh
O=C(CC(NC(=O)c1ccccc1Cl)c1ccccc1)NCCc1ccc(Cl)cc1 (stereo unspecified)	-13	-5	1	14	23	-11	11	2	-7	2	12
CC(NC(=O)c1ccc(OC2CCN(Cc3ccccn3)CC2)cc1)c1nccs1 (stereo unspecified)	5	-3	-12	4	-10	3	6	-11	-31	-12	0
CCOc1ccc(C(CC(=O)O)n2cnnn2)cc1OC (stereo unspecified)	1	2	-11	-3	3	0	3	19	-6	21	2

Full records, quoted from the list. Order of screens: NCOA1 inh, EBV LMP1 NFkB, LRH-1 inv ag, Shn3 3UTR inh, NCOA3 inh, TRAIL sens C8, KKLEB cytotox, TWEAK Fn14 block, CF NFkB block, COUP-TFII inh, TROY signal inh
`O=C(CC(NC(=O)c1ccccc1Cl)c1ccccc1)NCCc1ccc(Cl)cc1` (stereo unspecified) as listed: -13, -5, 1, 14, 23, -11, 11, 2, -7, 2, 12
`CCn1c2ccccc2c2cc(NC(=O)c3cccc([N+](=O)[O-])c3)ccc21` as listed: 5, -4, 1, 12, -35, 16, 0, -12, -6, -10, -4

Next part
SMILES	NCOA1 inh	EBV LMP1 NFkB	LRH-1 inv ag	Shn3 3UTR inh	NCOA3 inh	TRAIL sens C8	KKLEB cytotox	TWEAK Fn14 block	CF NFkB block	COUP-TFII inh	TROY signal inh
CCn1c(O)c(N=NC2=NC(=O)CS2)c2ccccc21	4	4	8	-9	10	-23	14	30	-5	13	-2
CCOc1cc(CNC(C)(C)C)ccc1OCC(=O)Nc1cccc(C(F)(F)F)c1	-12	-7	-12	/	20	3	-8	-4	0	-12	12
COc1cccc(NC(=O)CN(C)C(=O)c2cc(S(=O)(=O)Nc3ccccc3OC)ccc2C)c1	-7	4	20	-5	-10	17	-19	11	13	-7	0
Cc1ccccc1C(=O)NC1CC2CCCC(C1)N2Cc1ccccc1 (stereo unspecified)	12	-10	-1	-3	0	12	-16	-3	9	12	-1
O=C(CCS(=O)(=O)c1ccccc1)Nc1ccccc1-c1nc2ccccc2s1	-25	9	8	-1	2	5	-6	-50	21	4	6
Cc1ccc(N(C(=O)Cc2cccs2)C2C=CS(=O)(=O)C2)cc1Cl (stereo unspecified)	-7	-10	-2	-26	-8	-3	0	-1	7	6	-10
Cc1cccc(/C=N/NC(=O)c2ccc(NC(=O)c3ccccc3C)cc2)n1	-3	-5	-4	-14	-14	-4	-4	8	-4	-13	4
CC1CC(C)CN(CCCNC(=O)C2CCCN(c3nnc(N4CCCC4=O)s3)C2)C1 (stereo unspecified)	9	6	15	-7	7	-18	-2	-6	1	6	-5
Cc1ccc(C)c(S(=O)(=O)N2CCC(c3nc4c(nnn4Cc4ccc5c(c4)OCCO5)c(=O)[nH]3)CC2)c1	-13	-21	-11	32	1	9	-1	26	32	-4	7
CN(C(=O)c1sc2nc(N3CCCC3)c3c(c2c1N)CC(C)(C)OC3)c1ccccc1	-9	-15	19	25	-9	-3	-6	-11	2	-22	6
Cc1cc(C)cc(OC(C)C(=O)NCCCn2ccnc2)c1 (stereo unspecified)	-1	-2	0	2	13	-13	4	9	-12	-3	-6
COCCCN(C(=O)C1=COCCO1)c1c(N)n(Cc2ccccc2)c(=O)[nH]c1=O	11	-3	2	-14	-8	-3	3	-15	-7	5	5
Cc1ccc(NC(=O)COc2ccc(S(=O)(=O)N3CCOCC3)cc2)cc1	-8	3	21	9	14	10	-10	0	-12	2	0
O=C(NCCCn1ccnc1)Nc1ccc(Cl)c(Cl)c1	-25	5	-16	7	17	-14	0	-5	10	-3	4
C=CCn1c(SC2CCOC2=O)nc2scc(C3CC3)c2c1=O (stereo unspecified)	1	8	-5	-16	10	-15	10	-19	-6	7	-9
CCN(c1ccccc1)S(=O)(=O)c1ccc(Cl)c(NC(=O)CN2CCCCCC2)c1	-15	13	8	54	2	22	-12	20	29	20	17

Compound activity from PubChem BioAssay.
